Screening data from PubChem.
CFTR F508del cor: correctors of CFTR F508del function in bronchial epithelial cells. CFBE cells, YFP halide quenching; stimulated with forskolin plus potentiator P3; % fluorescence drop versus neutral controls. activity (quench increase), % at 7.58 µM. hit rate 0.36% among 350,000. AID 720511;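 active = mean added fluorescence quench of at least 8% versus neutral control, with both replicates also reaching 8%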;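 note: cells transiently co-express mutant CFTR-F508del with the halide-sensitive YFP; corrector assay measuring rescue of mutant channel to the surface after 24 h compound exposure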
FN deposit inh: fibronectin deposition inhibition. AH1F fibroblasts, Alexa488-fibronectin deposition fluorescence, overnight. inhibition, % at 12.6 µM. hit rate 0.086% among 350,000. AID 743247;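 active = mean inhibition across replicates of 30% or more, regardless of how many single replicates reach that level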;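 note: positive control wells lacked labelled fibronectin entirely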
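Material: AH1F fibroblast monolayer depositing Alexa488-labelled fibronectin into matrix | Input: 10000 AH1F cells/well | Medium: DMEM plus 2% serum, read in PBS | Reagent: Alexa488-fibronectin, 24 nM final in well | Compound dosing: One dose per compound, pinned | Schedule: 1 h adhesion, overnight exposure | Measured by: Fluorescence at 485 nm excitation, 525 nm emission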
GSIS activator: primary screen for activators of insulin secretion dependent on glucose, INS-1E cells, GLuc reporter luminescence | AID 743287 | INS-1E GLuc reporter insulin secretion, 2-3 h | activation, % at 16.6 µM | hit rate 0.61% among 370,000;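 active = lowest replicate activation of at least 40%, so every replicate reaches that level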;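 note: 0% = median of neutral control wells and 100% = median of IBMX positive control wells; some compounds called inactive have numbers as strong as hits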
miR-122 sensor: miR-122 inhibition in Huh7 cells | Huh7 miR-122 Renilla luciferase sensor, 48 h; neutral wells = 0, positive control = 100 | activation (reporter increase), % at 12.5 µM | hit rate 0.3% among 340,000;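 active = mean replicate activation score at least 90 and every replicate individually at or above 90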;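 note: higher luciferase means less miR-122 activity so hits act as miR-122 inhibitors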
PGC1a acetyl inh: PGC1a acetylation modulation, inhibitor mode | U2OS PGC1a acetylation, AlphaScreen anti-acetyl-lysine; with virally co-expressed GCN5 acetyltransferase | inhibition, % at 15.6 µM | hit rate 0.17% among 350,000 | AID 651687;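 active = every replicate shows inhibition of at least 40%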;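 note: 0% = neutral control wells and 100% = positive control wells; some results beyond the cut were filed as inactive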
Statin myotox sup: suppression of simvastatin myotoxicity; C2C12 myotubes + simvastatin, ATP luminescence, 48 h; scaled: DMSO 0, geranylgeraniol control 100; rescue of ATP level, % at 7.49 µM; hit rate 0.78% among 330,000; AID 602340;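 active = mean ATP rescue above about 67%, or every replicate alone reaching that limit, limit read from the data, passing the limit was not always enough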;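 note: myotubes were challenged with 10 µM simvastatin during compound exposure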
PglD inh: inhibitors of Campylobacter jejuni PglD acetyltransferase; purified PglD enzyme, DTNB colorimetric CoA detection; inhibition, % at 12.5 µM; hit rate 0.098% among 360,000; AID 602405; in the data active = inhibition above about 16%, passing the limit was not always enough; note: strong numbers were not always called active
Cneo AK release: Cryptococcus neoformans lysis via adenylate kinase release | C. neoformans lysis, adenylate kinase release luminescence, 4 h; normalised: neutral wells 0, clomiphene wells 100 | lysis activity, % at 15 µM | hit rate 0.2% among 360,000;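 active = mean lysis activity across replicates of at least 80%, whatever share of replicates individually reach that level; inactive = mean lysis activity below 80%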
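Signal: Adenylate kinase release luminescence | Assay system: Log-phase Cryptococcus neoformans yeast cells | Input: Cells at 5 × 10^6 per mL | Buffer or medium: Fresh YPD growth medium | Compound: Single dose | Schedule: Static 4 h at 37 °C with compound, 1 h detection | Controls: Clomiphene | Read-out: Luminescence rise reflecting yeast cell lysis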
Active calls of the source: *; . = not tested or not shown; & = joins results of further samples; [ ] = dose if it differs, or a comment.

Compound	CFTR F508del cor	FN deposit inh	GSIS activator	miR-122 sensor	PGC1a acetyl inh	Statin myotox sup	PglD inh	Cneo AK release
COc1ccc(N(C(=O)CNC(=O)c2ccco2)C(C(=O)NC2CCCC2)c2ccc(C)o2)cc1 (stereo not given)	0.0	4.7	2.1	.	.	6.6	-3.3	-2.6
CC1CN(C2CCCCC2)c2nc3c(c(=O)n(C)c(=O)n3C)n2C1 (stereo not given)	.	2.5	.	-5.8	-1.4	-3.8	-2.7	1.5
O=C(c1cc(-c2ccccc2)nn1CC1CC(c2cccnc2)=NO1)N1CCOCC1 (stereo not given)	3.1	3.2	6.3	-5.7	5.4	6.7	1.8	-0.1
O=S1(=O)CCN2C(=N1)Sc1c2ccc2c1CCCC2	-2.8	.	5.1	-5.3	19.5	-21.2	2.4	-0.1
CCOC(=O)C1(Cc2ccccc2C(F)(F)F)CCN(CCCn2cccn2)CC1	-0.9	-10.0	-5.1	-2.4	-12.3	9.6	-3.2	1.2
Cc1noc(C)c1NC(=O)N(C)C[C@H]1OCCCC[C@@H](C)Oc2ccc(NS(=O)(=O)c3cn(C)cn3)cc2C(=O)N([C@H](C)CO)C[C@H]1C	-3.2	.	-1.1	2.7[16.7 µM]	7.8	-8.5	2.4	1.5
COc1ccc(NC(=O)c2ccccc2SC)cc1OC	.	.	23.9	3.8	5.8	.	-0.4	-1.5
O=c1c2ccccc2sn1-c1nccs1	-10.3	37.9*	-11.8	-0.5	-6.1	.	.	.
CC(C)c1cn(CC[C@H]2CC[C@@H](NC(=O)Nc3cc(Cl)cc(Cl)c3)[C@H](CO)O2)nn1	-1.8	-11.8	-20.9	-10.8[16.7 µM]	-4.0	-16.6	0.4	-0.7
CC[C@]12C(=O)N(C)C[C@H]([C@@H]3C(=O)N(Cc4ccccc4)C(=O)[C@@H]31)N2C(=O)c1ccccc1	-0.2	-9.1	-1.1	0.1	-5.6	3.4	2.3	-0.5
COc1ccc(CN(C)C[C@H]2Oc3c(NS(=O)(=O)c4ccc(Cl)cc4)cccc3C(=O)N([C@@H](C)CO)C[C@H]2C)cc1	0.7	.	-10.5	4.9[16.7 µM]	-15.9	10.2	9.4	1.6
CN(C)S(=O)(=O)c1cc(NC(=O)CN2CCc3ccccc32)ccc1Cl	0.0	3.1	-3.5	-3.3	74.6*	.	.	.
COc1ccc2sc(-c3ccc(S(C)(=O)=O)cc3)c(C#Cc3cncn3C)c2c1	5.1	26.3	.	-5.0	-8.4	-48.6	-1.9	5.2
CO[C@H]1CN(C)C(=O)c2cc(NC(=O)Nc3ccc(Cl)c(Cl)c3)ccc2OC[C@H](C)NC[C@@H]1C	2.1	23.4&4.0&20.0	9.0&4.2&-8.9	-25.0[16.7 µM]	-1.6	-46.7	1.6	-5.2
COc1ccc(/C=C/C(=O)N(CC(C)C)C2CCS(=O)(=O)C2)cc1 (stereo not given)	-1.1	-3.9	20.9	.	.	4.2	-1.0	-1.1
C[C@@H]1CN([C@@H](C)CO)C(=O)c2cc(NS(=O)(=O)c3ccc(Cl)cc3)ccc2O[C@@H](C)CCCCO[C@H]1CN(C)S(=O)(=O)c1cn(C)cn1	-1.5	0.1	-8.6	1.7[16.7 µM]	-0.5	.	0.1	0.7
CNC[C@@H]1OCc2cnnn2CCCC(=O)N([C@@H](C)CO)C[C@H]1C	0.2&2.4&2.6	-7.7&-1.7	5.5&-3.1	-0.5&3.5[16.7 µM]	-3.1&-1.3	-5.2&-4.9	4.7&-2.8	-2.4&-3.6
Cn1c(=O)c2[nH]c(N=NN3CCCCC3)nc2n(C)c1=O	-1.1	.	17.5	-7.6	-3.2	-1.6	2.1	-0.9
CC(C)NC(=O)Nc1ccc2c(c1)C(=O)N([C@H](C)CO)C[C@H](C)[C@H](CN(C)Cc1ccc(Cl)c(Cl)c1)OCCCC[C@H](C)O2	0.1	-5.1	-25.7	2.8[16.7 µM]	1.4	.	-1.3	4.8
Cc1ccc(S(=O)(=O)Nc2ccc3c(c2)CC(=O)N([C@@H](C)CO)C[C@@H](C)[C@@H](CN(C)Cc2ccc4c(c2)OCO4)O3)cc1	-0.7	.	-0.9	2.7[16.7 µM]	-1.6	35.5	0.9	49.9
CNc1nc(NCc2cccc(OC)c2)c2sccc2n1	4.0	-0.8	12.3	-4.2	8.7	1.9	0.3	-2.0
CCNC(=O)C[C@H]1CC[C@@H]2[C@H](COC[C@@H](O)CN2C(=O)C2CCCC2)O1	-2.9	-16.2	3.8	-2.2[16.7 µM]	-2.4	-9.9	-2.5	5.4
CCCNC(=O)C1(C)CCCN(CCOc2ccccc2)C1 (stereo not given)	-1.5	-2.0	29.6	0.3	11.2	-0.7	0.7	-0.7
CN(C)c1ccc(/C=N/NC(=O)c2ccnn2C)cc1	-1.6	0.4	11.3	.	4.2	.	.	.
CO[C@@H]1CN(C)C(=O)c2ccc(NS(C)(=O)=O)cc2OC[C@@H](C)N(CC2CC2)C[C@H]1C	-0.7	-0.8	9.1	.	-2.1	1.1	-2.7	43.3
CCCNS(=O)(=O)c1cc2c3c(c1)CCN3C(=O)CC2	-0.9	2.4	-4.0	.	.	7.4	-2.7	-1.8
O=S(=O)(NCc1ccco1)c1cccc(S(=O)(=O)N2CCOCC2)c1	.	2.6	.	5.1	-15.1	-17.3	1.9	-0.8
O=C1NC(=S)N/C1=C/c1ccc2c(c1)OCO2	-1.1	0.4	8.0	-0.9	12.0	-8.5	-3.5	-0.1
COc1cccc(/C=N\Nc2nncc(-c3ccccc3)n2)c1	.	.	.	-1.1	-8.0	20.8	-8.7	-2.3
CN(C)CCNC(=O)C(=O)c1c(-c2ccccc2)cc2ccccn12	0.7	-14.7	-0.3	-2.6	1.8	-6.2	5.1	-2.1

Three entries from above, ordered by their value in GSIS activator, low to high.
Molecule	CFTR F508del cor	GSIS activator	miR-122 sensor	PGC1a acetyl inh	PglD inh
CCOC(=O)C1(Cc2ccccc2C(F)(F)F)CCN(CCCn2cccn2)CC1	-0.9	-5.1	-2.4	-12.3	-3.2
O=S1(=O)CCN2C(=N1)Sc1c2ccc2c1CCCC2	-2.8	5.1	-5.3	19.5	2.4
CNc1nc(NCc2cccc(OC)c2)c2sccc2n1	4.0	12.3	-4.2	8.7	0.3

Entries above marked active in PGC1a acetyl inh:
mol | CFTR F508del cor | GSIS activator | miR-122 sensor | PGC1a acetyl inh | PglD inh
CN(C)S(=O)(=O)c1cc(NC(=O)CN2CCc3ccccc32)ccc1Cl | 0.0 | -3.5 | -3.3 | 74.6* | .

(list continues)
Compound	CFTR F508del cor	FN deposit inh	GSIS activator	miR-122 sensor	PGC1a acetyl inh	Statin myotox sup	PglD inh	Cneo AK release
Cc1ccc2nc3c(cc2c1)c(NC(=O)c1ccccn1)nn3CC(C)C	.	.	.	10.4	6.8	1.2	-14.7	-0.4
Cc1cccc(Nc2ncnc3nc[nH]c23)c1	-0.4	0.9	16.6	-4.6	8.9	.	-1.6	-1.0
COc1ccccc1Nc1nc(C)c(C(=O)Nc2ccccc2)s1	5.1	-3.6	-15.6	-1.7	1.2	-5.8	0.6	-2.5
O=C(COc1cccc(C(F)(F)F)c1)NCCCN1CCCC1=O	.	.	2.5	5.1	-0.9	-1.8	-0.1	3.3
Cc1cc(C(=O)COc2cccc([N+](=O)[O-])c2)c(C)n1C1CC1	-2.8	3.1	.	-13.3	-8.1	-4.0	2.7	-1.4
O=C(Nc1ccccc1)/C(=C/c1ccc([N+](=O)[O-])cc1)NC(=O)c1ccco1	1.2	1.7	-21.7	-5.9	-28.7	4.4	8.3	-2.5
CCOC(=O)C(CC)n1cnc2sc3c(c2c1=O)CCC3 (stereo not given)	.	.	.	-6.2	10.8	-9.8	8.4	1.9
C[C@H](CO)N1C[C@H](C)[C@@H](CN(C)Cc2cncnc2)Oc2ncc(/C=C/c3ccccc3)cc2C1=O	-1.8	-17.3	-19.2	-0.1[16.7 µM]	8.9	-55.9	2.7	-2.1
Cc1sc(NC(=O)c2ccccc2)c(C(=O)NCCN(C)C)c1C	.	-5.5	.	3.7	12.5	-6.6	1.6	-0.6
N#CC1=C(N)Oc2cc3c(cc2C1c1ccc(Cl)cc1)OCO3 (stereo not given)	-4.9	.	0.8	11.4	-10.6	27.0	-2.1	3.5
CC(=O)NCCNC(=O)C1(C)Cc2c(-c3cccc(C(N)=O)c3)ccnc2O1 (stereo not given)	1.5	-2.4	0.1	-4.6	3.8	6.0	-4.3	-1.3
C[C@H]1CN([C@@H](C)CO)C(=O)c2cc(NC(=O)NC3CCCCC3)ccc2O[C@H]1CN(C)C(=O)NC1CCCCC1	1.0	.	-16.6	-0.6[16.7 µM]	-21.8	3.9	4.9	-1.3
CCCCN(CCCC)C(=O)c1sc2nc(N3CCOCC3)c3c(c2c1N)CCCC3	0.6	6.8	-5.6	0.5	-2.6	.	1.3	-5.0
Cc1nc(C(=O)N2CCOCC2)sc1C1(C)CC(c2ccccc2)=NO1 (stereo not given)	4.7	13.8	2.8	-9.4	.	1.6	-4.3	-0.6
CC(C)CC#Cc1ccc2c(c1)O[C@H](CN(C)C(=O)c1ccccn1)[C@@H](C)CN([C@@H](C)CO)S2(=O)=O	0.4	.	-15.0	58.8[16.7 µM]	2.0	6.7	-0.7	0.0
Cc1ccc(NC(=O)c2ccc(CNS(=O)(=O)c3cccc(C(F)(F)F)c3)cc2)cc1	.	.	.	-2.6	9.4	12.2	-2.3	2.9
CC(CCc1ccccc1)NC(=O)Cc1ccc([N+](=O)[O-])cc1 (stereo not given)	.	4.1	-2.7	-8.9	-30.9	2.7	2.9	1.9
C[C@@H]1CN([C@@H](C)CO)C(=O)c2cc(C3=CCCC3)cnc2O[C@H]1CN(C)C(=O)c1ccccn1	0.9	.	6.5	5.5[16.7 µM]	5.1	22.3	3.5	2.6
CCCC(=O)NC(=S)Nc1ccc(NC(=O)C(C)C)c(OC)c1	-1.1	4.4	-4.6	-1.5	1.4	0.1	0.3	-0.7
CCc1nc2ccc(C(=O)N(C)CCN(C)C)cn2c1N(CC)C(=O)NCCc1ccccc1	2.3	-0.5	-7.7	-1.5	.	4.6	1.6	0.4
CO[C@@H]1CN(C)C(=O)c2cc(NS(=O)(=O)c3ccc(Oc4ccccc4)cc3)ccc2OC[C@@H](C)NC[C@@H]1C	2.8	1.9	2.0	-25.4[16.7 µM]	-17.1	-5.2	-1.5	-1.0

Shown with each value named: 3 of the compounds above
N#CC1=C(N)Oc2cc3c(cc2C1c1ccc(Cl)cc1)OCO3 (stereo not given)
  CFTR F508del cor = -4.9	FN deposit inh = .	GSIS activator = 0.8	miR-122 sensor = 11.4	PGC1a acetyl inh = -10.6	Statin myotox sup = 27.0	PglD inh = -2.1	Cneo AK release = 3.5
CC(=O)NCCNC(=O)C1(C)Cc2c(-c3cccc(C(N)=O)c3)ccnc2O1 (stereo not given)
  CFTR F508del cor = 1.5	FN deposit inh = -2.4	GSIS activator = 0.1	miR-122 sensor = -4.6	PGC1a acetyl inh = 3.8	Statin myotox sup = 6.0	PglD inh = -4.3	Cneo AK release = -1.3
C[C@H]1CN([C@@H](C)CO)C(=O)c2cc(NC(=O)NC3CCCCC3)ccc2O[C@H]1CN(C)C(=O)NC1CCCCC1
  CFTR F508del cor = 1.0	FN deposit inh = .	GSIS activator = -16.6	miR-122 sensor = -0.6[16.7 µM]	PGC1a acetyl inh = -21.8	Statin myotox sup = 3.9	PglD inh = 4.9	Cneo AK release = -1.3
